Assay outcomes (PubChem BioAssay)
12-hLO inh – blocks human 12-lipoxygenase activity. AID 1452. 0.12% of 150,000 active. Potency, µM (highest dose often 57.1 µM), for the others: top-dose activity change, negative = inhibition, hits mostly inhibitors. purified 12-hLO, xylenol orange hydroperoxide absorbance; further: potency means the concentration at half of the fitted maximal effect; nearly all actives have a fitted effect of over 55% in size; many of its hits are not listed in these tables
Target sequence (P18054 whole entry, looked up): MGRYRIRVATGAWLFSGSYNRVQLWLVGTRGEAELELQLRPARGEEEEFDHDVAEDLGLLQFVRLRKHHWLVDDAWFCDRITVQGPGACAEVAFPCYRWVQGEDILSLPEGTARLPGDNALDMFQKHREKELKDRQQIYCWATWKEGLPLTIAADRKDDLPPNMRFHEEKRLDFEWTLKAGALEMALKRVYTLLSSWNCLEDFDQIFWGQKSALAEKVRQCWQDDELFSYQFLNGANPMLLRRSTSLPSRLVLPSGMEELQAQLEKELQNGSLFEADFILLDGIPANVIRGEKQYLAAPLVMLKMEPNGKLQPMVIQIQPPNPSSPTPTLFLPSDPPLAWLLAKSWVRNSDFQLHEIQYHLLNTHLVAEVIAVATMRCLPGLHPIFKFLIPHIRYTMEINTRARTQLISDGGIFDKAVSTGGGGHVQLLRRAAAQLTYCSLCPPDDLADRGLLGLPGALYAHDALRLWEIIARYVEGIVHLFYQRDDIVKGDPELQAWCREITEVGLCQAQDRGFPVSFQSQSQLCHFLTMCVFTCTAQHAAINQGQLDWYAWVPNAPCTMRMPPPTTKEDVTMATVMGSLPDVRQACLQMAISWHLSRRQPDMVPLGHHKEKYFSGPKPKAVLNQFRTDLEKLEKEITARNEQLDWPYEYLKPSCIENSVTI
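Hydroperoxide formation by human 12-lipoxygenase from 40 uM arachidonic acid was followed colorimetrically via ferric-xylenol orange complex, using the 573/405 nm absorbance ratio. Enzyme concentration was 150 nM, with 30 min reaction at room temperature.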
IMPase cell inh – IMPase inhibition in cells; P97697; CHO-M1 cells, IP1 accumulation, HTRF TR-FRET ratio; inhibition (IP1 accumulation), % at 46.1 µM; 120,000 tested, under 10 active; AID 901; active means well fitted curve in the direction sought with a large enough effect in the signal ratio, not every such curve was filed as active; inconclusive means small, poorly fitted or top-dose-only effect, or a change in a side signal; inactive means no such curve, though single readings can be large or run the other way; the % refers to the signal ratio;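 further: cells stimulated with carbachol in lithium chloride buffer; plate controls were DMSO basal wells for no effect and reference inhibitor wells for full effect; higher means more IMPase inhibition seen as more IP1 and lower FRET ratio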
Target sequence (P97697 whole entry, looked up): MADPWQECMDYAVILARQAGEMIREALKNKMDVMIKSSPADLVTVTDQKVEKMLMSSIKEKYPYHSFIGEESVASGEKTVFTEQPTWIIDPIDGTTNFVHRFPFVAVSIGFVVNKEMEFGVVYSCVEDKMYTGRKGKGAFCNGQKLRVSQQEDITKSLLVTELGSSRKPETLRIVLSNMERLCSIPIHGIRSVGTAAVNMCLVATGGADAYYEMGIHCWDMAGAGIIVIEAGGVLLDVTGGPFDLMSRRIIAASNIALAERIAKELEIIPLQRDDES
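Seeded CHO-M1 cells were dosed with compound at up to 46 uM, stimulated with carbachol for 30 min, then lysed in IP-One detection reagents. Higher IP1 lowers the TR-FRET signal.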
ALOX15B inhib – inhibitors of human 15-lipoxygenase 2 (ALOX15B) | O15296 | purified 15hLO-2, xylenol orange hydroperoxide absorbance | Potency, µM (titrated, usually from 57.1 µM), for the others: top-dose activity change, negative = inhibition, usual class: inhibitors | 0.56% of 110,000 active | AID 881; further: potency means the concentration at half of the fitted maximal effect; nearly all actives have a fitted effect of over 60% in size; many of its hits are not listed in these tables
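Read-out: hydroperoxide product oxidises ferrous iron, measured as xylenol orange complex via the 573-to-405 nm absorbance ratio after 30 min. Reaction: 50 nM enzyme, 15 min compound preincubation, 45 uM arachidonic acid, 90 min RT, Hepes pH 7.5 with Triton X-100.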
PNC inhibitor – perinucleolar compartment assembly inhibition; PC3M PTB-GFP, PNC prevalence imaging, 16 h; active compounds read low; activity change (PNC), negative = inhibition, % at 10 µM; 3.1% of 140,000 active; AID 2417;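 active means readout at or below -70, meaning at least 70% loss of cells showing the perinucleolar compartment, a nuclear body marking cancer cells; inconclusive means readout between -30 and a set limit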;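 further: plate controls were DMSO wells for no effect and camptothecin positive control wells for full effect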
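PC3M cells stably expressing PTB-GFP, 750–1000 cells/well, treated 16 h at 37 °C with compound (23 nl of library stock), in duplicate. After paraformaldehyde fixation and Hoechst stain, imaged at 20x; PNC prevalence scored by image analysis.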
An asterisk follows results filed as active; ? = inconclusive; · = no result given; [ ] = dose if it differs, or a comment. Unless noted, the call rests on the fitted dose curve; in most records, active means well fitted curve in the direction sought with a large enough effect; inconclusive means small, poorly fitted or top-dose-only effect, or another doubt; inactive means no such curve, though single readings can be large; an effect the other way counts as inactive or inconclusive. Unless noted, on the % scale 0 is the no-effect control and ±100 the full control effect.

SMILES	12-hLO inh	IMPase cell inh	ALOX15B inhib	PNC inhibitor
CC1(C)Cc2nc3oc4c(N5CCOCC5)ncnc4c3cc2CO1	0.7%	7.8	-21.6%	-109.4*
Cc1ccc(S(=O)(=O)NC(C)CCc2ccccc2)cc1 (stereo not given)	-2.5%	?	-15.4%	21.3
Cc1nnc(SCCn2c(N3CCN(C)CC3)nc3c2c(=O)[nH]c(=O)n3C)s1	2.3%	6.1	3.8%	-10.6
CCOc1ccc(NC(=O)N(CCCN2CCOCC2)Cc2cccnc2)cc1	-1.0%	4.6	12.6%	8.8
Cc1ccc(NCC(O)C(O)C(O)CO)cc1C (stereo not given)	-1.9%	-9.5	-6.0%	-27.7
COc1ccc(Oc2nccc(-c3ccccc3)c2C#N)cc1	0.4%	2.8	-6.5%	-12.3
c1ccc(-c2cc3c(N4CCOCC4)ncnc3s2)cc1	5.4%	5.0	2.3%	-96.6*
CCOC(=O)CN(C(=O)CSc1nnc2c(n1)[nH]c1ccc(OC)cc12)c1ccc(F)cc1	-12.7%	10.4	-4.0%	39.5
CCOC(=O)c1cnc2c(C)c(-c3ccccc3)[nH]n2c1=O	0.9%	-0.2	-3.0%	-10.4
COc1ccc(S(=O)(=O)NC(C(C)C)C(C)C)cc1OC	3.2%	-18.8	·	0.8
CS(=O)(=O)c1ccc2nc(NC(=O)CC3CCCC3)sc2c1	-3.6%	3.8	6.3%	7.1
CC1CC[C@@]2(C(=O)O)CCC3(C)C(=CCC4[C@]5(C)CC(O)C(O)[C@](C)(CO)C5C(O)C[C@@]43C)C2C1C (stereo not given in full)	-1.2%	·	-10.3%	·
CC1=C(C)C(=O)N(CCC(=O)O)C1=O	1.6%	-5.1	0.6%	7.1
O=c1c(-c2cccs2)nc2cnc(N3CCNCC3)nc2n1-c1ccccc1	-6.0%	·	-4.1%	·
O=C(Nc1ccn(Cc2ccccc2F)n1)c1ccc(COc2ccccc2Cl)cc1	-7.2%	13.7	21.3%	?
COc1ccc(OC)c(-n2c(C)ccc2-c2ccc(S(C)(=O)=O)cc2)c1	2.6%	-14.1	-5.0%	-28.1
Cc1ccc(N/N=C(\Cc2nc3ccccc3[nH]2)c2ccccc2)cc1	-1.3%	1.4	·	0.1
Cc1nn(Cc2ccccc2)c(C)c1NC(=O)CCCn1nc(C)c([N+](=O)[O-])c1C	-3.1%	·	·	-9.9
O=C(Cn1nnc(-c2ccc(Cl)cc2)n1)NCCC1=CCCCC1	-4.8%	5.5	-2.9%	-0.5
Cn1c(=O)c2c(nc(CN3CCOCC3)n2CC(O)CO)n(C)c1=O (stereo not given)	1.3%	19.7	2.0%	?
CC(C)(C)c1ccc(/C=C/C(=O)NC2=NCCS2)cc1	-0.5%	-1.4	21.6%	-12.5
NNC(=O)c1ccc(COc2ccc3c(c2)CCC3)cc1	-2.4%	-10.1	·	?
CCC(=O)c1cc2c(cc1NC(=O)c1ccc(C)cc1)OCCO2	-2.2%	-0.9	-1.8%	17.9
Cc1noc(NS(=O)(=O)c2ccc(NC(=O)CCC3CCCC3)cc2)c1C	4.9%	5.1	-7.8%	13.5
Nc1nonc1-c1nc2ccccc2n1Cc1ccc(F)cc1Cl	1.1%	11.2	20.6%	21.2

Following part.
SMILES	12-hLO inh	IMPase cell inh	ALOX15B inhib	PNC inhibitor
CCCCP(=O)(CCCC)c1ccccc1C(=O)O	8.8%	-1.4	-8.2%	37.7
COCCN(C(=O)CN1CCN(S(=O)(=O)c2ccc(F)cc2)CC1)c1c(N)n(Cc2ccccc2)c(=O)[nH]c1=O	-0.9%	·	·	31.5
COc1ccccc1N1CCN(CC(=O)NCC2CCCO2)CC1 (stereo not given)	-11.0%	10.3	·	-118.9*
Cc1ccc2[nH]c(=O)c(CN(CC3CCCO3)C(=S)Nc3ccccc3)cc2c1 (stereo not given)	-1.6%	·	·	25.7
CCOc1ccc(CCNC(=O)CSc2cc(=O)n(C)c3cc(Cl)ccc23)cc1OCC	-2.3%	?	·	-25.7
CCOC(=O)c1ccccc1NC1c2ccccc2C(=O)N1c1cc(C)ccn1 (stereo not given)	0.8%	6.2	5.5%	?
Cc1cccc(CSCCNC(=O)CCSc2ccccc2)c1	-6.1%	·	·	-23.5
COc1ccc(C2N=C(Nc3ccc(C)cc3)Nc3nc(C)cc(=O)n32)cc1 (stereo not given)	-8.2%	8.7	23.0%	5.4
O=[N+]([O-])c1ccc(/C=N/Nc2nc(-c3ccccc3)c3cc(Br)ccc3n2)o1	5.8%	-4.5	-23.7%	-10.9
O=C(CCCN1C(=O)c2ccccc2C1=O)N1CCC(c2ccccc2)C1 (stereo not given)	-3.0%	6.7	-1.0%	44.2
COC(=O)c1ccc(C(NC(=O)OCc2ccccc2)/C(F)=C/[C@@H](C)C(=O)NCc2cc(F)cc(F)c2)cc1 (stereo not given in full)	-0.9%	·	-2.8%	·
Cn1nnnc1SCC(=O)NCCc1ccc(Cl)cc1	-9.2%	8.8	4.2%	-20.7
CC(=O)Nc1ccc(NC(=O)c2ccccc2S(=O)(=O)c2ccccc2[N+](=O)[O-])cc1	-2.0%	·	·	-6.1
O=C1/C(=C\c2cccnc2)CN(Cc2ccccc2)C/C1=C\c1cccnc1	-6.7%	-7.8	·	-112.5*
C/C(CC(=O)NC12CC3CC(CC(C3)C1)C2)=N\NC(=O)Cc1cccs1	4.1%	·	·	-25.8
CC(C)CC(OC(=O)c1ccco1)C(=O)NC1CCCCC1 (stereo not given)	-0.8%	8.7	0.2%	-3.0
O=C1CC(c2ccco2)Cc2nc(Nc3nc(-c4ccccc4)c4ccccc4n3)ncc21 (stereo not given)	-2.2%	-11.1	-2.2%	-10.0
C=C(C)CSC1=C(C#N)C(c2ccsc2)CC(=O)N1 (stereo not given)	-17.4%	21.3	-11.1%	18.0
CC(C)C(NC(=S)Nc1ccccc1)C(=O)O (stereo not given)	5.0%	·	·	?
CCN1CCN(S(=O)(=O)c2cccc3nsnc23)CC1	6.4%	-12.0	-1.3%	?
COC(=O)c1cc(NC(=O)C2CC=CCC2C(=O)O)cc(C(=O)OC)c1 (stereo not given)	-10.4%	4.2	-0.1%	28.5
CCOC(=O)c1nc(N2CCN(C(=O)OCC)CC2)c2c3c(sc2n1)CCCC3	-7.4%	?	-6.8%	-24.4
c1ccc2c(c1)[nH]c1c(N3CCOCC3)ncnc12	3.6%	2.2	2.4%	-119.2*
Cc1cc(C2C(C#N)=C(N)Oc3n[nH]c(C)c32)c(C)s1 (stereo not given)	5.4%	-6.4	6.0%	?
CCN(CC)S(=O)(=O)c1ccc(NC(=O)COC(=O)CN2C(=O)c3ccccc3C2=O)cc1	-7.5%	-5.0	-1.1%	?

Single records, from the list above. Screens in order: 12-hLO inh | IMPase cell inh | ALOX15B inhib | PNC inhibitor
O=C(CCCN1C(=O)c2ccccc2C1=O)N1CCC(c2ccccc2)C1 (stereo not given) in the list: -3.0% | 6.7 | -1.0% | 44.2
C=C(C)CSC1=C(C#N)C(c2ccsc2)CC(=O)N1 (stereo not given) in the list: -17.4% | 21.3 | -11.1% | 18.0
c1ccc2c(c1)[nH]c1c(N3CCOCC3)ncnc12 in the list: 3.6% | 2.2 | 2.4% | -119.2*
COCCN(C(=O)CN1CCN(S(=O)(=O)c2ccc(F)cc2)CC1)c1c(N)n(Cc2ccccc2)c(=O)[nH]c1=O in the list: -0.9% | · | · | 31.5

(continued)
SMILES	12-hLO inh	IMPase cell inh	ALOX15B inhib	PNC inhibitor
CCOC(=O)Cn1c2c(c(=N)c3ccccc31)CCC2	-1.7%	6.1	5.7%[2.29 µM]	-26.3
Cc1cc(C)cc(C(=O)NCC(=O)OCC(=O)c2cc(C)n(CC(F)(F)F)c2C)c1	-3.0%	·	·	-7.7
O=C(NC(=S)NCCCN1CCOCC1)c1ccc([N+](=O)[O-])cc1	-0.8%	·	·	0.7
CN(C)c1nc(Nc2ccc(Cl)cc2)nc(OCC#N)n1	-16.2%	12.2	24.2%	?
CCC(=O)Nc1ccc(Oc2ccc3c(c2)C(=O)NC3=O)cc1	-1.3%	-0.2	-0.2%	-7.9
COc1ccccc1N(CN1CCCC1=O)C(=O)c1c(F)cccc1Cl	0.3%	7.6	-2.5%	-14.5
CCCN1C(=O)/C(=N\OCC(=O)NC23CC4CC(CC(C4)C2)C3)c2ccccc21	0.1%	-5.3	·	-23.8
Cc1ccc(-c2nn(C)c(=O)c3ccccc23)cc1CNC(=O)CN1CCOCC1	1.2%	-1.6	-20.6%	12.9
CCCCS(=O)Cc1ccccc1 (stereo not given)	-5.5%	2.9	-5.1%	4.7
COc1ccccc1CNC(=O)C1CCC1	-1.1%	·	·	47.1
CCOc1ccccc1N1CCN(Cc2cccc(OC)c2O)CC1	3.2%	4.4	2.0%	-9.2
Cc1ccc(-c2cc(C(=O)Nc3c(C#N)cnn3C)no2)cc1	-4.5%	10.6	-1.3%	-27.2
CCc1nc2c(n1O)CCc1nonc1-2	-2.5%	-5.0	-5.5%	32.2
CCC(c1nnnn1Cc1ccco1)N1CCN(C(=O)c2ccco2)CC1 (stereo not given)	2.3%	2.7	-1.9%	3.3
CCN(CC)c1ccc(NC(=O)c2ccco2)c(C)c1	1.6%	20.2	-3.3%	-16.7
CCc1c(C)nc2ncnn2c1N1CCC(C(=O)NCc2cccc(OC)c2)CC1	1.2%	-9.4	0.3%	31.7
O=S(=O)(CCc1nc2ccccc2o1)c1ccc(Cl)cc1	-6.5%	5.7	6.0%	19.4
O=C(Nc1cnc2sccn2c1=O)c1ccccc1Cl	1.1%	7.3	5.0%	?
Cc1cc(N2CCCC2)c(C)cc1C=O	4.3%	0.9	-2.3%	43.6
O=C(c1ccccc1)N1CCCCC(Sc2nnc3ccccn23)C1=O (stereo not given)	-0.8%	-4.2	-0.4%	?
COc1ccccc1-c1coc2c(CN3CCN(C)CC3)c(O)ccc2c1=O	3.5%	-10.4	1.8%	22.3
O=C(CSc1ncc(-c2ccccc2)n1C1CCCC1)N1CCc2ccccc21	-6.8%	10.3	3.5%	12.9
COc1ccc(C2C(C(=O)NCc3ccccn3)c3cc(OC)c(OC)cc3C(=O)N2C)cc1 (stereo not given)	-5.7%	4.8	0.0%	?
Cc1[nH]c2ccccc2c1/C=N\NC(=O)CNc1ccc2c(c1)OCO2	-7.5%	·	·	?
O=C(CN1CCN(C2CCCCC2)CC1)c1c[nH]c2ccccc12	-2.9%	9.7	2.8%	59.4

For convenience, some entries already given.
SMILES	12-hLO inh	IMPase cell inh	ALOX15B inhib	PNC inhibitor
CCOC(=O)Cn1c2c(c(=N)c3ccccc31)CCC2	-1.7%	6.1	5.7%[2.29 µM]	-26.3
Cc1cc(C)cc(C(=O)NCC(=O)OCC(=O)c2cc(C)n(CC(F)(F)F)c2C)c1	-3.0%	·	·	-7.7
O=C(NC(=S)NCCCN1CCOCC1)c1ccc([N+](=O)[O-])cc1	-0.8%	·	·	0.7

Further structures follow:
SMILES	12-hLO inh	IMPase cell inh	ALOX15B inhib	PNC inhibitor
CCC1CCc2c(sc(NC(C)=O)c2C#N)C1 (stereo not given)	-6.8%	·	·	?
Cc1ccccc1NC(=O)/C(=C\c1cccs1)NC(=O)c1ccco1	2.0%	-4.0[1.84 µM]	5.7%[11.4 µM]	?
CCCCC(=O)Nc1ccc2c(c1)C(=O)NC2=O	?	-4.0	0.0%	-26.3
Cc1cc2c(nn1)CCC/C2=N\O	-4.9%	-2.5	4.2%[2.29 µM]	?
COc1ccccc1COCC(O)CNCC1(N2CCCCC2)CCCCC1 (stereo not given)	-3.8%	-4.9[1.84 µM]	-3.2%[11.4 µM]	11.6
S=C(NCCCN1CCOCC1)NCCCN1CCOCC1	-3.9%	·	·	?
CCOC(=O)C(/C=C(\C#N)C(=O)OCC)=C(/N)N1CCN(c2ccccc2)CC1	0.3%	0.8	-11.7%	40.1
COc1ccc(NC(=O)c2cc(S(=O)(=O)N3CCCCC3)ccc2N2CCCCC2)cn1	-3.8%	8.3	5.7%	20.8
CCC(c1nnnn1Cc1cccs1)N1CCN(C2CCCC2)CC1 (stereo not given)	-2.7%	2.5	-4.4%	20.9

Some of the compounds tested; count on the stated rates, not on these rows.
